Source: PubChem (several laboratories)
MsrA act = activators of bovine methionine sulfoxide reductase A. purified bovine MsrA, absorbance read-out. activation, % at 10.6 µM. hit rate 0.3% among 360,000; in the data active = activation above about 7.5%;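 note: 0% = vehicle and 100% = reference activator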
E coli Lon inh = E. coli protease La inhibition. P0A9M0. purified E. coli Lon protease, fluorescence polarization. inhibition, % at 7.94 µM. hit rate 0.42% among 360,000. AID 602123; in the data active = inhibition above about 13%, passing the limit was not always enough;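 note: 0% = enzyme with probe and DMSO and 100% = no enzyme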
Rin1 Abl inh = human Rin1-Abl interaction inhibition; TR-FRET Rin1/Abl binding, biochemical; inhibition, % at 7.35 µM; hit rate 0.4% among 360,000; in the data active = inhibition above about 5%, passing the limit was not always enough
MLLE-PAM2 inh = inhibitors of microRNA-mediated deadenylation, human PABP1 MLLE binding; P11940; hit rate 0.36% among 360,000; inhibition, % at 20 µM; AID 588489; GST-MLLE / FITC-PAM2 fluorescence polarization; in the data active = inhibition above about 35%, passing the limit was not always enough;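 note: plate controls were DMSO wells with GST-MLLE for no effect and wells lacking GST-MLLE protein for full effect; some results filed as inactive read as strong as hits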
Target sequence (P11940 whole entry, looked up): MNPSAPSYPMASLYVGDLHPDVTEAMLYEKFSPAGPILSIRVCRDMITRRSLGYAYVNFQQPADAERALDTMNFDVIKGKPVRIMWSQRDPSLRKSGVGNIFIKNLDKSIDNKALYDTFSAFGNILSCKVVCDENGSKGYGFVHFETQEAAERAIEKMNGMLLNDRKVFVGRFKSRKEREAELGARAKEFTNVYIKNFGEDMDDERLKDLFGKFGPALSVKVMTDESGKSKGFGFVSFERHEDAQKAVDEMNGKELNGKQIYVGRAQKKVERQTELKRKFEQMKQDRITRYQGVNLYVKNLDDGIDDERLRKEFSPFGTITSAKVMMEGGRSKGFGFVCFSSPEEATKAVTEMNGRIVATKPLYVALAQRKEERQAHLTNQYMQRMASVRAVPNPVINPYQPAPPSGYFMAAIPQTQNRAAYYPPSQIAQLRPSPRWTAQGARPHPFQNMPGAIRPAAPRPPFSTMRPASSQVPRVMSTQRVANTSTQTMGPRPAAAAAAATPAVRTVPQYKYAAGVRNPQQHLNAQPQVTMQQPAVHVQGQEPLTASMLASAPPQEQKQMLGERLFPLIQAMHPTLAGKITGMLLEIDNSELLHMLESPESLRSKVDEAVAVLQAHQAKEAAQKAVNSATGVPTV
MsrA inhibitor = inhibitors of bovine MsrA; purified bovine MsrA, absorbance read-out; inhibition, % at 15.5 µM; AID 651718; hit rate 0.75% among 360,000; in the data active = inhibition above about 4.5%;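 note: 0% = vehicle wells with enzyme and 100% = reference inhibitor wells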
TbMetRS inhib = Trypanosoma brucei MetRS inhibition; purified T. brucei MetRS, ATP depletion, Kinase-Glo luminescence; inhibition, % at 11.9 µM; hit rate 0.4% among 360,000; AID 624268;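 active = inhibition above a per-plate cutoff of the control wells' mean inhibition plus 3 SD, cut at about 5.5% in these data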;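 note: 0% = DMSO wells median and 100% = median of wells with control inhibitor compound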
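Assay system: T. brucei methionyl-tRNA synthetase, purified | Medium: HEPES buffer with MgCl2, KCl, DTT, spermine, BSA, pyrophosphatase | Compound: 11.9 µM single point | Incubation: 15 min enzyme-compound preincubation, 2 h reaction, 10 min detection, 25 °C | Measured by: Kinase-Glo luciferase luminescence reporting remaining unconsumed ATP | Measure: % inhibition normalized to control-well medians | Replication: Singlicate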
CSN deneddyl inh = inhibitors of human CSN-mediated cullin deneddylation; hit rate 0.38% among 360,000; AID 651999; Q92905; Purified CSN, SCF-Nedd8-OG deneddylation, fluorescence polarization; inhibition, % at 12.5 µM;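 active = pattern-corrected inhibition above about 35%, with an unprinted fluorescence ratio check between 0.5 and 1.5, limit read from the data, passing the limit was not always enough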;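 note: 0% = enzyme with substrate and 100% = substrate without enzyme; some results filed as inactive read as strong as hits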
Target sequence (Q92905 whole entry, looked up, one chain of several): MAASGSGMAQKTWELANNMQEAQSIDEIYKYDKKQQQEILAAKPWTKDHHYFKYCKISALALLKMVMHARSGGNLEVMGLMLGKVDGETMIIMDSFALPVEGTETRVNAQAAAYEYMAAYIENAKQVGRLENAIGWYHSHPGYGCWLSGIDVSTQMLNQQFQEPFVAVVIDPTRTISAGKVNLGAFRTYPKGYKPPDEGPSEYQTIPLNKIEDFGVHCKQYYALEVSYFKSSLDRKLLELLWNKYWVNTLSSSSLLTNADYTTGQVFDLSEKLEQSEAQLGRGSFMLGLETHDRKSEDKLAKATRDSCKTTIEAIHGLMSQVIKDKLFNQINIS
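Material: purified human Csn5 enzyme expressed in HEK293T cells / Medium: Tris buffer pH 7.5, NaCl, DTT, Tween-20, trehalose, ovalbumin / Compound dosing: 12.5 µM single point / Schedule: 90 min incubation of compound, enzyme and substrate at room temperature / Signal: fluorescence polarization of the substrate / Control set: no-enzyme wells high, enzyme-with-substrate wells low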
FAS-TE inh = inhibitors of human fatty acid synthase thioesterase domain | P49327 | recombinant FAS-TE, OMFH fluorogenic substrate, fluorescence endpoint | inhibition, % at 15 µM | hit rate 0.67% among 360,000;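 active = compounds whose normalised, plate-corrected inhibition of enzyme fluorescence in the single-dose primary screen is 50% or more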;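 note: 0% = DMSO with enzyme and 100% = substrate without enzyme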
Neddyl block = blocks human cullin neddylation | P61081+Q13564 | TR-FRET cullin neddylation, biochemical | calls only at 25 µM | hit rate 0.58% among 360,000; in the data active = inhibition above about 36%
Starred values were filed as active, the others as inactive; i = inactive; . = not tested or not shown; + = active, no number.

Molecule	MsrA act	E coli Lon inh	Rin1 Abl inh	MLLE-PAM2 inh	MsrA inhibitor	TbMetRS inhib	CSN deneddyl inh	FAS-TE inh	Neddyl block
O=C(O)CC(Cc1ccccc1)C(=O)NCC12CC3CC(CC(C3)C1)C2 (stereo not drawn)	-8.4	-2.6	1.4	8.6	0.0	-2.0	-5.3	-5.4	i
COc1ccccc1N(C)S(=O)(=O)c1ccc(Cl)c(C(=O)NCc2ccco2)c1	-3.1	-1.7	1.4	9.4	-0.9	-0.1	-1.9	-1.5	i
Nc1nsnc1C(=O)NCCO	-8.3	1.2	-0.2	-14.2	0.8	-1.6	0.5	-6.2	i
CCn1c(CSc2nc(C)cc(C)n2)nnc1SCC(N)=O	-3.5	6.0	0.7	9.6	-0.7	-0.1	-3.5	-4.7	i
CCc1nnc(NC(=O)CSc2nc3ccccc3s2)s1	-8.6	-5.2	2.6	-10.1	0.4	-0.7	2.2	-6.2	i
O=c1c2[nH]c3ccc(F)cc3c2ncn1CCCn1ccnc1	0.9	-1.0	-5.6	2.0	-0.4	0.5	5.0	-4.1	i
S=C(Nc1cccc(Cl)c1)NC1CC2CCCC(C1)N2C1CCCC1 (stereo not drawn)	-1.3	0.4	5.9	7.0	-1.0	-0.5	-2.6	-4.5	i
COc1ccc(C(c2nnnn2Cc2ccc(F)cc2)N2CCN(c3ccc(OC)cc3)CC2)cc1 (stereo not drawn)	-3.0	-4.1	2.7	7.9	1.3	-0.6	1.5	23.4	i
CC(C)NC(=O)NC(=O)COC(=O)CCCSc1nc2ccccc2s1	-1.9	3.4	2.1	4.5	0.2	0.0	1.9	-6.7	i
CCSc1nnc(NC(=O)c2ccccc2C)s1	-4.1	2.9	0.3	-7.1	-1.7	-0.5	3.7	-8.8	i
CCOC(=S)N/C(=N\S(C)(=O)=O)c1ccccc1	-8.7	4.5	-1.4	38.6*	-0.8	-0.8	0.3	-3.1	i
O=C(Nc1ccc(Cl)cc1)c1cccc(N2C(=O)C3C4CCC(C4)C3C2=O)c1 (stereo not drawn)	-9.5	-3.1	0.7	-11.4	0.0	-0.9	-3.8	2.4	i
NC(=NC(=O)c1ccccc1)C1=C(O)CCC1=O	1.2	1.4	-3.0	7.2	-0.1	0.4	-10.5	-3.2	i
Cn1c(=O)[nH]c(=O)c2c1nc1n2CCN1Cc1ccccc1	0.4	-10.5	-0.3	-6.8	0.2	0.1	-4.4	-6.3	i
Cc1ccc2cc(C3CC(c4ccco4)=NN3C(=O)CCCC(=O)O)c(Cl)nc2c1 (stereo not drawn)	0.3	6.3	-1.4	23.9	-0.3	0.3	-1.8	-4.4	i
O=C(CN1CCN(Cc2ccc(F)cc2Cl)C1=O)NCCc1ccc(Cl)cc1	-0.2	-3.5	0.4	-12.2	0.2	-0.8	1.0	9.2	i
O=C(Nc1ccccc1)Nc1nnc(/C=C/c2ccccc2Cl)s1	-0.9	-5.7	1.2	-5.0	0.4	1.7	-1.1	0.7	+
CC(NS(=O)(=O)c1c(N)n(C)c(=O)n(C)c1=O)c1ccccc1 (stereo not drawn)	-3.4	0.2	0.0	9.3	-0.1	-0.3	3.9	-6.2	i
COc1ccccc1C(=O)N1CCCC(C)(C(=O)NS(=O)(=O)C2CC2)C1 (stereo not drawn)	1.0	-9.8	2.7	8.7	0.4	-0.1	2.1	-7.5	i
O=C(CN1C(=O)NC(Cc2ccccc2)(Cc2ccccc2)C1=O)NCC1CCCCC1	0.6	-0.8	-2.9	-11.9	-0.9	-0.1	-0.9	-2.6	i
Cc1c(NC(=O)c2ccc(NC(=O)C3CC3)cc2)cccc1C(=O)O	-4.3	-8.3	-1.7	2.6	1.3	-0.4	-2.0	-2.1	i
CN(Cc1ccccc1)c1nc2c(c(=O)[nH]c(=O)n2C)n1Cc1ccccc1Cl	-2.3	11.5	-4.9	2.9	-1.9	-0.7	-1.8	2.3	i
CC1(C(=O)NS(=O)(=O)c2ccccc2Cl)CCN1C(=O)C1(c2ccccc2)CCCC1 (stereo not drawn)	-3.0	-9.0	2.5	-3.4	-1.4	-0.1	-3.5	-11.8	i
c1ccc2c(c1)-c1nc3ccccc3cc1C2N1CCOCC1 (stereo not drawn)	-3.1	-14.2	2.2	12.2	1.8	0.3	-2.9	-1.5	i
COc1cccc(CN2CC(C(=O)NCCSc3nnnn3C)CCC2=O)c1 (stereo not drawn)	0.5	-0.2	-0.8	0.7	-1.8	0.5	-1.1	-5.4	i
Cc1nn(C(C)C(=O)NCc2ccco2)c(=O)c2nn(-c3ccccc3)c(C)c12 (stereo not drawn)	-3.1	10.4	2.8	-3.2	0.6	0.7	1.5	-3.5	i
COc1ccccc1CC(NC(C)=O)C(=O)N1CCN(C(=O)c2cccs2)CC1 (stereo not drawn)	-2.0	-3.9	0.2	-6.3	0.7	0.5	-0.6	-6.1	i
CCCCNC(=O)NS(=O)(=O)c1ccc(NC(=O)C(NC(N)=O)C(C)CC)cc1 (stereo not drawn)	-2.9	1.0	-2.6	10.8	0.4	-0.1	0.6	-4.9	i
CCS(=O)(=O)N1CCC(C(=O)Nc2cc(C)ccc2O)CC1	0.0	-4.7	-1.3	-6.8	-0.1	0.0	2.9	-7.6	i
COc1cc(C(=O)OCCC(C)C)cc(OC)c1O	-10.6	0.8	-1.7	-1.0	-0.2	-0.7	1.0	0.1	i

An excerpt from above with just CSN deneddyl inh, E coli Lon inh and MsrA inhibitor:
molecule	CSN deneddyl inh	E coli Lon inh	MsrA inhibitor
O=C(Nc1ccccc1)Nc1nnc(/C=C/c2ccccc2Cl)s1	-1.1	-5.7	0.4
CC(NS(=O)(=O)c1c(N)n(C)c(=O)n(C)c1=O)c1ccccc1 (stereo not drawn)	3.9	0.2	-0.1

(more compounds)
Molecule	MsrA act	E coli Lon inh	Rin1 Abl inh	MLLE-PAM2 inh	MsrA inhibitor	TbMetRS inhib	CSN deneddyl inh	FAS-TE inh	Neddyl block
CCN(C(=O)CSc1n[nH]c(-c2cccs2)n1)C1CCS(=O)(=O)C1 (stereo not drawn)	-1.6	5.6	-0.4	10.6	1.3	-0.1	-1.9	-4.1	i
CCOc1ccc2oc(C(=O)N(CCOC)c3c(N)n(CC(C)C)c(=O)[nH]c3=O)c(C)c2c1	-1.7	-3.9	2.8	-0.6	-0.7	-0.1	0.6	-6.7	i
CCOC(=O)c1c(-c2ccc(C)o2)csc1NC(=O)COC(=O)c1cccs1	-6.8	-1.4	2.2	18.4	-0.4	0.4	7.8	31.8	i
CC1Cc2ccccc2N1C(=O)COC(=O)c1cc(Br)ccc1O (stereo not drawn)	-4.4	5.7	0.0	-7.7	-0.8	-0.7	1.4	30.8	i
CC(OC(=O)Cc1ccsc1)C(=O)Nc1ccc(C(N)=O)cc1 (stereo not drawn)	-6.5	1.2	1.4	-3.9	0.5	-0.2	-4.5	-4.3	i
O=C(Oc1ccc(Br)cc1)c1cncc(Br)c1	-2.6	-19.2	1.0	-1.0	0.7	0.1	-3.5	5.6	i
Cn1ncc2c(=O)[nH]c(N)nc21	-2.6	-1.4	-0.4	-8.0	0.0	-0.2	-3.5	-6.8	i
COc1cc(NC(=S)NC(=O)c2ccccc2C)ccc1NC(=O)c1cccs1	-2.3	0.7	-3.6	-5.2	0.1	-0.2	-0.7	20.6	i
CCOc1ccc(-n2c(=S)sc3c(=O)n(-c4ccc(F)cc4)c(SCC(=O)O)nc32)cc1	-3.4	-2.4	-0.9	13.6	3.9	-0.8	2.5	-2.9	i
COC(C[C@@H](O)[C@@H](C)[C@H](O)COCc1ccccc1)OC	-10.6	3.3	0.3	3.7	1.0	0.2	-3.2	-11.2	i
COc1cc(OC)c(NC(=O)CNC(=O)Cn2ccc3ccccc3c2=O)cc1Cl	-1.9	-4.9	4.0	-0.7	-0.1	0.2	3.7	-6.1	i
NS(=O)(=O)c1ccc(CNC(=O)Cc2ccccc2F)cc1	6.5	-5.0	0.7	17.8	0.3	-0.6	6.6	-9.2	i
COc1cc(C2NC(=O)NC(c3ccccc3)=C2C(C)=O)c(Br)cc1OCC(N)=O (stereo not drawn)	-4.3	1.8	-2.7	4.1	2.9	-1.1	3.6	-3.5	i
CCOCCCNC(=O)CCCOc1ccccc1	-3.2	-3.0	-0.2	7.0	-0.6	-0.8	0.4	-5.0	i
c1cc(Nc2ncnc3sc4c(c23)CCC4)ccn1	-8.9	5.9	-4.6	5.7	0.9	-1.3	3.7	-1.3	.
COCCNC(=O)C(=O)N/N=C/c1ccccc1C(F)(F)F	-1.2	-5.6	-2.9	1.7	0.4	-0.8	-2.4	-8.0	i
NS(=O)(=O)c1ccc(CNC(=O)c2ccc(S(=O)(=O)C(F)F)cc2)cc1	-1.3	-6.8	0.1	1.3	1.0	0.3	0.7	-0.4	i
COc1cc(-c2cc(C(=O)Nc3ccc(O)cc3)c3ccccc3n2)cc(OC)c1OC	-5.0	-1.6	-0.4	26.2	0.1	-0.6	5.3	2.9	i
CCCCC(=O)Nc1ccc(C(=O)N2CCCC(C(=O)OCC)C2)cc1 (stereo not drawn)	-2.1	-12.5	7.3*	9.2	0.5	-0.2	-2.1	-7.5	i
Cc1ccc(NC(=O)c2ccc(OCC3CCCO3)cc2)cc1Cl (stereo not drawn)	-1.6	-7.2	3.3	-10.0	-0.4	0.0	-2.5	6.6	i
Cc1ccc2c(c1)N(CC(=O)NC1CCCC(C)C1C)C(=O)c1cccnc1O2 (stereo not drawn)	-0.6	-13.9	-0.5	-7.5	-0.7	1.8	-4.2	10.8	i
Cc1cc(NC(=O)c2ccc(NC(=O)c3cccs3)cc2)no1	0.3	-3.8	-2.2	-8.5	0.6	-0.5	-0.9	-5.1	i
O=C(COC(=O)c1ccc([N+](=O)[O-])o1)Nc1ccc(N2CCOCC2)cc1	-3.0	-2.9	1.5	-4.8	0.6	-0.2	-0.5	1.8	i
COc1cccc(NC(=S)Nc2cccnc2)c1	-4.6	7.4	0.3	27.2	0.0	0.8	-0.4	-9.8	i
COc1ccccc1N1CCN(c2ccnc3cc(Cl)ccc23)CC1	-2.4	6.5	-1.4	0.4	-1.1	0.0	1.1	19.1	i
